From PubChem BioAssay
Dynein cargo inh = blocks dynein driven cargo transport along microtubules | z-score, hits read low | 220,000 tested, 0.47% active | 3617.4 mouse cells, GR-EGFP nuclear translocation imaging; test concentration mostly 20 µM; stimulated with dexamethasone, 1 µM; hits give low values;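 active means plate z-score of nuclear minus cytoplasmic receptor signal below a set negative limit, without overly bright fluorescence or cell loss, cut at about -3.5 in these data, passing the limit was not always enough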;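 further: z-score of nuclear minus cytoplasmic ring GR-EGFP intensity difference per well; some compounds called inactive have numbers as strong as hits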
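Schedule: 48 h induction, then 1 h compound, then 30 min agonist, 37 °C. Buffer or medium: tetracycline-free induction medium containing charcoal-stripped FBS. Reagent: 1.0 µM final dexamethasone stimulus. Evaluation: nuclear versus cytoplasmic GR-EGFP signal, averaged per well. Signal: high-content fluorescence imaging after fixation.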
CSM14.1 death rescue = protection against thapsigargin-triggered cell killing – 384-well, CSM14.1, ATP luminescence, primary screen (AID 1222) | CSM14.1 thapsigargin-induced death rescue, ATP luminescence; higher % means a stronger effect | cellular ATP content (survival), % at 20 µM, or EC50 in µM where a hit was titrated | 190,000 tested, under 10 active;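 active means EC50 below 50 µM in the dose-response confirmation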;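 further: death triggered by thapsigargin at about 15 µM added after 2 h compound pretreatment; cell ATP read after overnight thapsigargin exposure of roughly 18 to 22 hours; normalized against plate controls of thapsigargin alone and 5% DMSO vehicle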
bCat nuc transl = alters nuclear translocation of beta-catenin in HeLa cells; nuclear translocation activity, % at 5 µM; AID 1665; 190,000 tested, 0.3% active; immunofluorescence imaging;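 active means nuclear translocation activity above 50% at 5 µM, with a well cell count of 50 or more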;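 further: per-cell ratio of nuclear to cytoplasmic median beta-catenin stain intensity; plate controls were DMSO negative control for no effect and GSK-3 inhibitor IX positive control for full effect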
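assay system = human HeLa cells, endogenous beta-catenin | times = compound treatment 24 h, 37°C, 5% CO2 | detection = Anti-beta-catenin immunofluorescence on PFA-fixed, Triton-permeabilized cells, DAPI nuclei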
K1F lysis inhibition = protection from phage-mediated lysis, alamar blue read-out – E. coli UTI89, K1F phage, bacterial capsule biogenesis inhibitors (AID 488966). E. coli UTI89 K1F phage lysis, alamar blue, 2 h; higher % means a stronger effect. one-dose inhibition, % at 100 µM; IC50 in µM for titrated hits. 340,000 tested, 0.02% active;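 active means phage lysis inhibition, versus mean bacterial control, above a set limit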;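 further: capsule biogenesis inhibitors block K1F phage lysis so surviving cells raise fluorescence; higher fluorescence means more inhibition of phage lysis; actives were called in the ten point dose series up to 300 µM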
P. falciparum M1AAP = P. falciparum M1AAP inhibitors, biochemical, fluorogenic H-Leu-NHMec substrate, 1536-well (AID 1445); recombinant M1AAP, H-Leu-NHMec fluorogenic kinetic assay; higher % means a stronger effect; inhibition, % at 30 µM; hits with a dose series show IC50 in µM; 220,000 tested, 0.42% active;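 active means primary inhibition above the hit cutoff, then over 50% inhibition at one or more dose response concentrations, cut at about 23% in these data, passing the limit was not always enough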;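 further: plate controls were DMSO full reaction for no effect and no enzyme background for full effect; strong numbers were not always called active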
Autophagy mod = alters autophagy in cells; 190,000 tested, 0.98% active; MEF GFP-LC3 puncta imaging; test concentration mostly 10 µM; calls only at 10 µM (by protocol); AID 463193;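 active means percentage of spot-positive cells more than 3 SD above its plate mean, without a fluorescence outlier flag or 80% toxicity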;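 further: spot-positive cell cutoff set from DMSO-treated cells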
Insulin prom up = MIN6 insulin promoter up-regulation; AID 1625; MIN6 insulin promoter-GFP reporter, high-content imaging; hits give high values; z-score at 5 µM; 190,000 tested, 0.3% active;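 active means z-score above 3 at 5 µM with at least 500 cells counted in the well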
P. falciparum M17LAP = P. falciparum M17LAP inhibitors, primary screen, biochemical, fluorogenic H-Leu-NHMec substrate, 1536-well (AID 1619); recombinant M17LAP, H-Leu-NHMec fluorogenic kinetic assay; higher % means a stronger effect; inhibition, % at 30 µM; hits with a dose series show IC50 in µM; 220,000 tested, 0.38% active;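 active means compound inhibiting the enzyme by more than half at any dose during confirmatory dose-response retesting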;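 further: plate controls were full reaction with DMSO carrier for no effect and no enzyme background for full effect; strong numbers were not always called active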
MT stabilize HCS = stabilizes microtubules in HeLa cells | % tubulin-high responders, % at 10 µM | 200,000 tested, 0.83% active | AID 2205 | HeLa tubulin immunostaining HCS, 24 h; share of cells brighter than vehicle mean+2SD;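 active means plate Z-score above 3 for both tubulin-high and condensed-nucleus cell shares, with cell loss under 80%, at 10 µM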;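 further: anti alpha tubulin signal scored within the nucleus-defined area of each cell; some results filed as inactive read as strong as hits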
Dynein cargo inh cytoplasmic EGFP = also measured in Dynein cargo inh; calls as there; z-score; measured here: cytoplasmic GR-EGFP intensity; hits give high values
Dynein cargo inh nuclear GR-EGFP = recorded beside Dynein cargo inh, whose call it bears; z-score; measured here: nuclear GR-EGFP intensity;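 lower value marks the stronger effect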
Dynein cargo inh cell count = also measured in Dynein cargo inh; calls as there; z-score; measured here: cell count per field
Insulin prom up cell count = second read-out of Insulin prom up, no call of its own (marks repeat the call); cell count; measured here: cytotoxicity, nuclei count;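 total cells summed across four imaged fields per well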
bCat nuc transl cell count 5 µM = second read-out of bCat nuc transl, no call of its own (marks repeat the call); cell count; measured here: cell count, cytotoxicity flag
MT stabilize HCS Hoechst-high % = recorded beside MT stabilize HCS, whose call it bears; % Hoechst-high responders; measured here: nuclear condensation Hoechst responders;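 share of cells brighter than vehicle mean plus two SD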
MT stabilize HCS cytotoxicity % = further read-out of MT stabilize HCS, marked with its call; toxicity, %; measured here: cytotoxicity by cell density;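 0% = mean cell density of plate MIN control wells and 100% = no cells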
Autophagy mod cell loss 18 h = second read-out of Autophagy mod, no call of its own (marks repeat the call); toxicity, %; measured here: cell loss, nuclei count;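 cell loss after 18 h compound exposure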
* marks the source's active call; other numbers are inactive results; i = inactive; · = no result given; & = joins results of further samples.

SMILES,Dynein cargo inh,Dynein cargo inh cytoplasmic EGFP,Dynein cargo inh nuclear GR-EGFP,Dynein cargo inh cell count,CSM14.1 death rescue,bCat nuc transl,bCat nuc transl cell count 5 µM,K1F lysis inhibition,P. falciparum M1AAP,Autophagy mod,Autophagy mod cell loss 18 h,Insulin prom up,Insulin prom up cell count,P. falciparum M17LAP,MT stabilize HCS,MT stabilize HCS Hoechst-high %,MT stabilize HCS cytotoxicity %
CC1CCCCC1NC(=O)C1CCN(S(=O)(=O)N2CCOCC2)CC1 (stereo unspecified),0.715,-0.246,0.536,-0.843,-0.2%,-0.1,945,-0.5%,3.8%,i,5.2,0.28,1627,-8.8%,4.2,2.5,2.5
O=C(OCC(=O)N1CCc2ccccc21)c1ccc[nH]c1=O,1.51,0.129,0.51,-0.735,-0.3%,6.0,991,0.5%,5.6%,i,5.4,0.26,1609,15.9%,2.5,2.5,12.5
COc1cc(OC)cc(-c2cc3nc(C)c(CCC(=O)Nc4nc(C)cs4)c(C)n3n2)c1,-0.12,-0.213,0.635,0.685,0.8%,1.3,523,-1.3%,7.1%,i,-45.5,0.12,1215,7.5%,3.9,3.4,4.9
O=C(Nc1ncccn1)c1cc(-c2ccc(F)cc2)nc2ccccc12,0.00199,-0.361,-0.484,-0.375,-2.9%,-1.4,989,0.1%,-0.6%,i,-1.2,·,·,0.9%,1.5,1.7,4.6
O=[N+]([O-])c1ccc(C2OCCO2)cc1CS(=O)(=O)c1ccccc1,0.22,-0.32,-0.0555,0.7,-0.8%,1.7,1082,-0.9%,-3.4%,i,4.8,0.13,1120,-18.2%,4.0,3.5,10.7
Cc1cccc(OCC(=O)N2CCN(S(C)(=O)=O)CC2)c1,-0.142,-0.178,0.259,-0.0291,-0.3%,-0.8,1612,-1.1%,-3.6%,i,-2.7,-0.05,1475,1.4%,3.6,2.2,28.1
O=C(Nc1ccccc1)/C(=C/c1ccccc1)c1ccccc1,-0.591,-0.195,-0.433,0.719,0.2%,-9.2,1266,0.1%,4.9%,i,-6.1,·,·,0.4%,2.7,1.4,6.5
COc1ccc(/C=C/C(=O)OCCCN(C)C)cc1,-0.997,-0.348,-0.173,1.72,-1.0%,-0.1,1538,0.3%,2.7%,i,15.7,-0.15,1492,2.8%,6.8,4.0,11.8
O=C(CSc1nnc(-c2ccc(Br)cc2)n1C1CCCCC1)N1CCCC1,0.665,-0.233,0.363,-0.587,1.7%,-1.2,1103,0.1%,3.4%,i,-2.4,·,·,9.9%,2.6,2.2,20.2
CCN(CC)c1ccc(C(=O)OCC(=O)Nc2ccccc2-c2ccccc2)cc1,-0.246,-0.312,-0.418,0.474,-2.0%,·,·,0.0%,-0.5%,i,14.9,-1.31,1413,8.5%,3.1,4.1,5.4
Cc1nnc(Nc2ccc(O)cc2)[nH]c1=O,-0.00637,-0.425,-0.593,1.58,-0.1%,0.9,1509,1.1%,4.9%,i,-7.5,-0.6,1503,20.4%,3.2,1.5,0.3
O=C1C=C(N2CCN(C(=O)c3ccccc3)CC2)C2(CCCCC2)O1,-0.71,-0.222,-0.352,0.478,-0.4%,0.4,1270,0.1%,-0.8%,i,-14.2,-0.09,1580,6.1%,2.1,2.3,9.3
S=C1NC[C@H](CC2CCCCC2)N1CCCCC1CCCCC1,-0.0488,-0.812,0.075,0.416,·,2.4,1301,1.1%,0.1%,·,·,-0.53,925,3.5%,·,·,·
CC(=O)c1cccc(NC(=O)C2CC(c3ccc(F)cc3)=NO2)c1 (stereo unspecified),-1.21,-0.254,-0.442,0.798,0.5%,·,·,0.9%,0.7%,i,-4.8,·,·,3.3%,2.0,1.9,7.5
N#C/C(=C\c1ccc(-c2ccccc2)o1)C(=O)Nn1cnnc1,0.0655,-0.194,-0.604,-0.924,-1.4%,·,·,-0.4%,15.4%,i,6.5,·,·,33.6%,2.0,1.6,8.6
CCOC(=O)N1CCC(Nc2c(NCCN3CCN(c4ccccc4F)CC3)c(=O)c2=O)CC1,0.0293,-0.148,0.166,-0.43,-0.1%,·,·,-1.6%,3.4%,i,9.2,-1.73,943,-2.0%,4.0,3.4,4.1
COc1ccccc1S(=O)(=O)CC(O)COc1ccc(C#N)cc1 (stereo unspecified),0.678,-0.147,-0.0012,0.255,-0.3%,1.0,1573,-0.1%,-1.4%,i,-4.8,0.25,1446,11.8%,2.4,2.2,7.4
COCCOC(=O)c1c(C)oc2ccc(O)c(CN3CCC(C)CC3)c12,-0.0338,-0.0816,0.315,0.337,·,-1.4,901,3.3%,-0.5%,i,2.3,-0.79,1186,-4.2%,3.1,2.6,4.5
CC(C)NC(=O)C1CCN(C2CCN(C(=O)c3cc4c(s3)CCCCC4)CC2)CC1,-0.867,-0.401,-0.893,1.69,-1.3%,0.9,1442,0.2%,3.6%,i,-3.4,-0.32,1467,3.8%,2.3,1.3,8.2
CC1=C(C(=O)Nc2ccccc2)C(c2ccccc2[N+](=O)[O-])NC(=O)N1 (stereo unspecified),-0.567,-0.207,-0.171,0.444,0.8%,7.1,744,0.1%,1.5%,i,15.3,·,·,2.7%,2.5,1.8,5.7
CCN1CCN(Cc2nc3c(c(=O)n(C)c(=O)n3C)n2CC(=O)c2ccccc2)CC1,0.722,-0.246,0.588,-0.0215,·,0.6,1128,0.4%,1.7%,·,·,-0.53,2115,-6.0%,7.6,1.8,5.4
Cc1ccc(NC(=S)N/C(=N/S(=O)(=O)c2ccccc2)c2ccccc2)cc1,1.55,-0.431,1.16,-0.581,1.6%,-1.9,1215,1.6%&3.4%,-1.7%,i,3.0,-0.11,878,-3.8%,0.9,0.9,3.8
CCn1c(SCC(N)=O)nnc1-c1ccc2c(c1)OCO2,-0.585,-0.0681,-0.205,0.0326,-2.1%,0.0,1134,0.1%,2.9%,i,-26.6,0.19,1275,4.0%,1.9,1.7,6.3
COc1cc(C(=O)Nc2nc3ccccc3[nH]2)cc(OC)c1OC,0.669,-0.229,0.481,1.37,-2.7%,-0.3,1156,-0.3%,3.0%,i,-0.3,·,·,0.5%,2.6,0.2,10.2
CCOC(=O)C1CCCN(C(=O)COc2ccccc2F)C1 (stereo unspecified),0.532,-0.376,-0.161,-0.306,2.8%,-0.7,1162,0.2%,2.7%,i,-7.7,-0.66,1269,-5.2%,1.6,2.3,3.9
O=C(O)Cc1sc(NCc2ccco2)nc1-c1ccccc1,1.01,-0.248,0.761,-0.867,·,-0.1,1139,0.0%,5.5%,·,·,2.86,1416,12.4%,·,·,·
NNc1nc(-c2ccccc2)cs1,-0.567,-0.377,-0.803,-0.178,1.5%,-0.8,1114,-0.4%,2.2%,i,2.2,-0.47,1220,8.6%,2.4,3.3,5.3
O=C(NCC#CCOCc1ccccc1)c1ccccc1,0.175,-0.269,0.383,0.143,-1.1%,·,·,-0.2%,0.2%,i,-2.8,-0.21,1252,12.3%,2.2,1.4,5.3
Cc1nnc(SCc2cc(=O)oc3ccc4ccccc4c23)n1Cc1ccccc1,0.263,-0.122,0.0025,0.323,-1.2%,-1.1,1160,-0.9%,3.2%,i,5.9,-1.35,1479,-11.8%,4.5,1.4,6.6
COc1ccc(C(=O)Nc2ccc3c(c2)nc2n3CCSC2)cc1,-0.111,-0.0904,0.225,0.134,-7.2%,3.6,779,0.1%,13.0%,i,2.0,-0.96,808,0.1%,5.0,3.1,6.7
COCCn1c(SCC(=O)Nc2cc(C)on2)nc2c(c1=O)SC(C)C2 (stereo unspecified),0.00393,-0.203,0.445,0.784,·,1.3,1283,0.2%,-0.9%,·,·,1.22,1024,13.6%,·,·,·
Cc1cc(=O)[nH]c(N/N=C/c2cc(C)n(-c3ccccc3)c2C)n1,-0.896,0.0185,-0.257,0.0302,·,0.4,1247,-0.1%,10.2%,·,·,-0.74,1063,8.5%,·,·,·
c1ccc(Cc2nnc3sc(-c4cccnc4)nn23)cc1,-0.504,0.295,0.31,0.213,-4.2%,·,·,1.4%,3.1%,i,-2.0,0.95,1329,-4.9%,3.0,1.6,23.6
Cc1nn(Cc2ccc(Cl)c(Cl)c2)c(C)c1NC(=O)c1cc(CC(C)C)on1,0.0396,-0.185,0.132,0.197,-1.9%,-1.4,1141,4.1%,3.8%,i,23.6,0.13,1982,6.6%,3.5,2.4,10.2
CC(=O)N1N=C(c2ccc(Cl)cc2)OC1(C)C,-0.265,-0.261,-0.27,1.06,8.7%,·,·,-4.9%,4.2%,i,29.7,0.44,1236,2.5%,9.5,13.3,16.0
O=C(CCCOc1ccc(Cl)cc1Cl)Nc1ccccc1C(=O)O,-0.706,0.395,-0.148,0.587,·,4.0,1200,-0.1%,4.5%,·,·,-1.24,1100,9.9%,·,·,·
CCOCCCNC(=O)c1c[nH]c2c(CC)cccc2c1=O,1.89,-0.19,1.22,-0.828,-1.8%,0.2,1583,0.5%,1.7%,i,-5.6,·,·,5.9%,2.2,2.6,7.3
CCN1C(=S)SC(=O)C1=C1C=C(C)N(CCO)C(C)=C1,-0.489,-0.128,0.202,0.768,-0.7%,1.2,1146,-3.0%,26.2%*,i,-0.5,0.03,1008,29.4%,4.1,2.7,3.3
c1ccc2oc(NC3=NCN(CC4CCCO4)CN3)nc2c1 (stereo unspecified),0.0462,0.013,0.194,0.513,-3.2%,-5.2,1265,0.1%,-1.6%,i,-2.8,-0.45,1076,-2.7%,1.7,4.5,11.7
